GCN5L2 inh: qHTS Assay for Inhibitors of GCN5L2; Histone acetyltransferase KAT2A (Homo sapiens), Q92830; GCN5L2 HAT assay, ThioGlo1 CoA-SH fluorescence; Potency, µM (doses to about 58.9 µM), for inactives: top-dose activity change, negative = inhibition, hits mostly inhibitors; 0.21% of 390,000 active; AID 504327, 2011
Target sequence (Q92830 whole entry, looked up): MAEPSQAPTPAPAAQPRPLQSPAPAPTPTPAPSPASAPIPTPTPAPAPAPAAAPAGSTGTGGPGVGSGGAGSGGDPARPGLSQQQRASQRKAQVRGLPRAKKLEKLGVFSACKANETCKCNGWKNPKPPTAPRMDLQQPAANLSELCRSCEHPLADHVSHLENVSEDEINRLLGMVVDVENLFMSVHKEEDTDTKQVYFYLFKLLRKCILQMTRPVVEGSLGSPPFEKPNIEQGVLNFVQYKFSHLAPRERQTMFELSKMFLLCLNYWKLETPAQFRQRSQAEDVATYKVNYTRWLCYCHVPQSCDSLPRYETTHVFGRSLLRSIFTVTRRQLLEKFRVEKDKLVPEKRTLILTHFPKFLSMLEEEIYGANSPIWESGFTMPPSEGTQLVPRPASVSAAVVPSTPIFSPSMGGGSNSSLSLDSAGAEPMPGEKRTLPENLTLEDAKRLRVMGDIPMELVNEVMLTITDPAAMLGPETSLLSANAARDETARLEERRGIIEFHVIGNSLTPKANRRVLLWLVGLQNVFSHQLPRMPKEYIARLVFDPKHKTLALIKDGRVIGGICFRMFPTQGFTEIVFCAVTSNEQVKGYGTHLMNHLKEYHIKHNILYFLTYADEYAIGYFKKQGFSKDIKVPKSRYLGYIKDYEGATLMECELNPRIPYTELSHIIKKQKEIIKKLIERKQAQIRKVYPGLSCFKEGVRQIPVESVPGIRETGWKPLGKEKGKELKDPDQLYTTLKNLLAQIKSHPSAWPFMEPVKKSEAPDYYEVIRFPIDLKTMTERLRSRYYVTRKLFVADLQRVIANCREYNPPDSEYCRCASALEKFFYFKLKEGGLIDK
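Compounds, pin-transferred from DMSO stocks, meet 20nM GCN5L2 for 15 min before the reaction begins with H3(1-25) peptide (75uM) and acetyl-CoA (70uM). Thiol-reactive ThioGlo1 reports CoA release over 20 min at room temperature.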
N370S GC mod: qHTS Assay for Inhibitors and Activators of N370S glucocerebrosidase as a Potential Chaperone Treatment of Gaucher Disease; N370S GC spleen homogenate, 4MU-glucoside fluorescence; 0.092% of 330,000 active; Potency, µM (series often up to 59.4 µM), for the others: at the highest dose activity change, negative = inhibition, usual class: inhibitors; Lysosomal acid glucosylceramidase (Homo sapiens), P04062; AID 2101, 2009;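 further: 0% = full enzyme activity and -100% = no enzyme basal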
FEN1 inh: qHTS Assay for the Inhibitors of Human Flap endonuclease 1 (FEN1); AID 588795, 2011; Recombinant FEN1 flap cleavage, fluorescence, 15 min; 0.35% of 390,000 active; Potency, µM (doses to about 114 µM), for inactives: at the highest dose activity change, negative = inhibition, most hits filed as inhibitors; further: nearly all actives have a fitted effect of over 65% in size
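Enzyme 10 nM, 15 min RT preincubation with compound; start with substrate 50 nM final; reads at 0 and 15 min; qHTS titration, four-parameter Hill fit.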
The depositor's hits bear a star; ? = inconclusive; . = not tested or not shown; & = joins results of further samples; [ ] = another dose, or the depositor's remark. The call rests on the fitted dose curve; in most records, active means well fitted curve in the direction sought with a large enough effect; inconclusive means small, poorly fitted or top-dose-only effect, or another doubt; inactive means no such curve, though single readings can be large; an effect the other way counts as inactive or inconclusive. Unless noted, on the % scale 0 is the no-effect control and ±100 the full control effect; potency means the concentration at half of the fitted maximal effect. The list is partial. The share of hits here may be higher or lower than overall.

| smiles | GCN5L2 inh | N370S GC mod | FEN1 inh |
| --- | --- | --- | --- |
| O=C(CCc1ccccc1)Nc1cccnc1 | -14% | 3% | -3% |
| CCOc1ccc(-n2c(N)c(-c3nc4ccccc4n3C)c3nc4ccccc4nc32)cc1 | ? | -3% | 3% |
| CC(C)c1ccc(C(C(=O)NC2CCCC2)N(C(=O)CNC(=O)c2ccco2)c2cccnc2)cc1 (stereo not given) | -6% | 12% | -11% |
| COC(=O)c1ccc(-c2nc3cc(N)ccc3o2)cc1 | 2% | -2% | -12% |
| COc1ccc(NC(=O)CN(C)CC(=O)N2CCCCCC2)cc1 | 0% | 0% | -4% |
| CCn1cc[n+](C)c1P(c1ccccc1)c1ccccc1 | 1% | 2% | -2% |
| Nc1c(C(=O)CSc2nnc(Cc3ccccc3)o2)c(=O)[nH]c(=O)n1C1CC1 | 0% | . | 2% |
| CN(CC(=O)Nc1cccc(F)c1)C(=O)c1ccc(OCc2cn3ccccc3n2)cc1 | -11% | . | 11% |
| OC1CCCN(Cc2ccccc2)C1 (stereo not given) | -7% | -1% | 2% |
| O=C(CNCCN1CCOCC1)Nc1ccccc1Sc1ccccc1 | 4% | 9% | 2% |

One compound at a time (already shown). Order of values: GCN5L2 inh, N370S GC mod, FEN1 inh
CN(CC(=O)Nc1cccc(F)c1)C(=O)c1ccc(OCc2cn3ccccc3n2)cc1 as listed: -11%, ., 11%
COc1ccc(NC(=O)CN(C)CC(=O)N2CCCCCC2)cc1 as listed: 0%, 0%, -4%
O=C(CNCCN1CCOCC1)Nc1ccccc1Sc1ccccc1 as listed: 4%, 9%, 2%
COC(=O)c1ccc(-c2nc3cc(N)ccc3o2)cc1 as listed: 2%, -2%, -12%
OC1CCCN(Cc2ccccc2)C1 (stereo not given) as listed: -7%, -1%, 2%

Other records:
| smiles | GCN5L2 inh | N370S GC mod | FEN1 inh |
| --- | --- | --- | --- |
| COc1ccccc1N1CCN(C(=O)c2cc3cc(Cl)ccc3[nH]2)CC1 | -4% | -20% | -22% |
| CNNC(=S)Nc1ccc(Cl)cc1 | -3% | 5% | 1% |
| CC1CCCCC1NC(=O)C1CCN(C(=O)NC2CCCCC2)CC1 (stereo not given) | 1% | 1% | -8% |
| Cc1[nH]c(=O)[nH]c(=O)c1CSCC(=O)OCC(=O)c1ccc(Br)cc1 | -9% | 3% | 3% |
| COC(=O)c1sc(-c2ccc(Cl)cc2)cc1NC(=O)COCC(=O)O | -11% | 16% | -6% |
| COc1ccc(OC)c(NC(=O)c2cc(-c3c(C)cc(C)cc3O)n[nH]2)c1 | 2% | -7% | 13% |
| Cc1cc(=O)oc2c(C)c(OCC(=O)NCCN3CCOCC3)ccc12 | -18% | -3% | -17% |
| CSc1nc2ccccc2c(=O)n1N | -2% | -9% | -4% |
| O=C1CNC(=O)N1CC(=O)N1CCCc2ccccc21 | -5% | 10% | -15% |
| CC(=O)c1cccc(CN2CCN(CCc3ccccc3)C(CCO)C2)c1 (stereo not given) | 12% | -2% | 1% |
| COCCCNC(=S)NC1CCCCC1 | -2% | 2% | 2% |
| NCCCNCCCCN(CCCN)/[N+]([O-])=N/O | -12% | 11% | . |
| Cc1oc2c(C)c3oc(=O)c(CCC(=O)N4CCCCC4)c(C)c3cc2c1C | -12% | . | 7% |
| COC(=O)c1sccc1S(=O)(=O)N(CC(=O)Nc1cccc(C)c1C)c1ccc(C)c(C)c1 | 19% | . | 9% |
| COCCCN1CN(S(=O)(=O)c2ccc(C)cc2C)c2nc3ccccc3nc21 | -9% | 11% | 22% |
| NC(=S)Nc1cccc2cn[nH]c12 | -6% | 7% | -2% |
| O=C(CN1CCN(S(=O)(=O)N2CCOCC2)CC1)Nc1cc(Cl)ccc1Cl | -4% | 1% | -4% |
| Cc1cc(N2CCN(C)CC2)ccc1NC(=O)c1ccc(-c2ccc(Cl)cc2)o1 | 2% | -6% | -11% |
| COc1cccc(C(=O)Nc2ccc3[nH]ncc3c2)c1 | -1% | -6% | 1% |
| Cc1cc(C)nc(SCC(=O)N/N=C\c2sccc2C)n1 | -10% | 4% | 5% |
| CCCCN(C)S(=O)(=O)c1cc(Br)cc2c1N(C(=O)C1CC1)CC2 | -2% | ? | -1% |
| CC1CCN(c2ncnc3c2c(-c2ccccc2)cn3-c2ccc(Br)cc2)CC1 | -5% | . | -2% |
| Cc1cc(C)cc(Oc2ccc(-c3nnc(-c4ccccc4)o3)cc2[N+](=O)[O-])c1 | 17% | -2% | 2% |
| CCOc1ccc(NC(=O)c2ccc(NC(=O)c3ccccc3Br)cc2)cc1 | -4% | 0% | 17% |
| Fc1cccc(-n2ncc(-c3nnnn3-c3ccccc3)c2C(F)(F)F)c1 | -5% | ? | 1% |
| CC(/C=C/c1ccccc1)=N\NC(=O)c1ccncc1 | -6% | 1% | -13% |
| COc1ccc(C(C(=O)NCC2CCCO2)N(C(=O)CNC(=O)c2cccs2)c2ccc(C(C)=O)cc2)cc1OC (stereo not given) | -2% | 24% | 13% |
| c1ccc(-c2csc3ncnc(NCCCN4CCOCC4)c23)cc1 | -2% | 6% | 9% |
| Cc1ccnc(NS(=O)(=O)c2ccc(NC(=O)C3C4C=CC(C4)C3C(=O)O)cc2)n1 (stereo not given) | -12% | 7% | 3% |
| Cc1cc(C)cc(NC(=O)CN2C(=O)c3ccccc3Sc3ncccc32)c1 | 0% | . | 0% |
| CCC(C)C1=CC(=Nc2c(C)n(C)n(-c3ccccc3)c2=O)C=C(C(C)CC)C1=O (stereo not given) | -8% | 1% | -6% |
| Cn1c(SCC(=O)NCc2ccco2)nnc1-c1c[nH]c2ccccc12 | -13% | 6% | 24% |
| N#Cc1cc2c(nc1SCC(=O)Nc1sc3c(c1C#N)CCC3)CCCCCC2 | -1% | -13% | -9% |
| COC(=O)c1[nH]c2ccc(Cl)cc2c1NC(=O)c1ccccc1[N+](=O)[O-] | 0% | 5% | -7% |
| COc1ccc(C2(c3ccc(OC)cc3)NC(=O)N(CC(=O)Nc3ccc(N4CCOCC4)cc3)C2=O)cc1 | -14% | -5% | -5% |
| C[C@@H](C(=O)NCc1ccccc1)[C@H]1C[C@]1(C)[C@H](NC(=O)OCc1ccccc1)c1ccccc1 | -7% | -12%&-9% | 0% |
| COc1ccc(C2CC(=O)n3c(nc4ccccc43)S2)cc1OC (stereo not given) | -23% | 11% | -6% |
| CCCCCCCCOC1OC(CO)C(O)C(O)C1NC(C)=O (stereo not given) | 1% | 12% | 40%[activator] |
| N=c1c(C(=O)NCC2CCCO2)cc2c(=O)n3ccccc3nc2n1Cc1ccccc1Cl (stereo not given) | -4% | -14% | -19% |
| O=C(NC(=S)N1CCOCC1)c1ccccc1Cl | -11% | -4% | 19% |

Quoted from the listing.
Value for `COc1ccc(C2CC(=O)n3c(nc4ccccc43)S2)cc1OC` (stereo not given) in N370S GC mod: 11%
Value for `O=C(NC(=S)N1CCOCC1)c1ccccc1Cl` in GCN5L2 inh: -11%

Returning to the listing with the 2 entries that preceded the break.
| smiles | GCN5L2 inh | N370S GC mod | FEN1 inh |
| --- | --- | --- | --- |
| N=c1c(C(=O)NCC2CCCO2)cc2c(=O)n3ccccc3nc2n1Cc1ccccc1Cl (stereo not given) | -4% | -14% | -19% |
| O=C(NC(=S)N1CCOCC1)c1ccccc1Cl | -11% | -4% | 19% |
| Nc1c(N=Nc2cccc(Cl)c2)c(=O)[nH]n1-c1ccccc1 | -10% | 7% | -5% |
| O=C(Cc1ccccc1F)Nc1nc(-c2cccnc2)cs1 | 26% | 11% | 1% |
| CCOC(=O)c1cn(CC(=O)Nc2ccc3c(c2)OCCO3)nn1 | -2% | 4% | -4% |
| CS(=O)(=O)c1ccc2nc(NC(=O)CN3C(=O)NC4(CCCC4)C3=O)sc2c1 | -10% | 1% | -1% |
| N/C(=N\OC(=O)CC1CCCCC1)c1ccccc1 | -6% | 2% | -18% |
| CN1CCC(=NNc2ccc(S(=O)(=O)N3CCOCC3)cc2[N+](=O)[O-])CC1 | -1% | -12% | -2% |
| CCOc1ncccc1C(=O)NCCc1ccc(Cl)cc1 | 17% | -16% | 3% |
| CCOC(=O)c1cc(CC)sc1NC(=O)COC(=O)C1CCC1 | -9% | ? | -17% |

Random excerpt: six records from the list.
| smiles | GCN5L2 inh | N370S GC mod | FEN1 inh |
| --- | --- | --- | --- |
| N/C(=N\OC(=O)CC1CCCCC1)c1ccccc1 | -6% | 2% | -18% |
| CCOC(=O)c1cc(CC)sc1NC(=O)COC(=O)C1CCC1 | -9% | ? | -17% |
| CS(=O)(=O)c1ccc2nc(NC(=O)CN3C(=O)NC4(CCCC4)C3=O)sc2c1 | -10% | 1% | -1% |
| CCOc1ncccc1C(=O)NCCc1ccc(Cl)cc1 | 17% | -16% | 3% |
| CN1CCC(=NNc2ccc(S(=O)(=O)N3CCOCC3)cc2[N+](=O)[O-])CC1 | -1% | -12% | -2% |
| O=C(Cc1ccccc1F)Nc1nc(-c2cccnc2)cs1 | 26% | 11% | 1% |
